From PubChem
IL-2 act = activates IL-2 in a cell-based reporter assay. AID 652025. 360,000 tested, 0.065% active. activation, % (series mostly up to about 46 µM). IL-2 activation reporter assay, cell-based qHTS; stimulated with anti-CD3/CD4/CD28 beads; in transgenic mouse T cells; in the data active = activation above about 50%; inconclusive = mostly about 30% to 49%; also: 0% is about no effect
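Unstimulated transgenic mouse T cells, 750 per well, received compound and, after 60 minutes, anti-CD3/anti-CD4 bead plus anti-CD28 stimulation. EGFP and DsRed were quantified after 18 hours.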
GLP1R inv ag = acts as inverse agonist at human GLP-1 receptor. P43220. HEK293 GLP-1R CRE-luciferase, luminescence, 24 h; GLP-1R form is constitutively active. Potency, µM (doses to about 38.3 µM), without a hit: at the top dose activity change, negative = inhibition, hits mostly inhibitors. 410,000 tested, 1.6% active. AID 624417; also: potency is read from the fitted curve at half-maximal effect; % is scaled to controls: 0 for no effect and ±100 for the full control effect; nearly all actives have a fitted effect of over 55% in size
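Inverse agonists were sought by their lowering of basal cAMP reporter luciferase output in HEK293 cells stably carrying constitutively active human GLP-1R, after 24 h compound treatment.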
D3 ag = D3 dopamine receptor (human) agonism. P35462. D3R DiscoveRx beta-arrestin cells, luminescence, 90 min. max activation, %. 410,000 tested, 0.58% active. AID 652048; in the data active = max activation above about 30%; also: 0% is about no effect; mostly tested at two doses, the higher about 12 µM
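Agonist-mode cell screen: cells plated at 1500/well and incubated overnight at 37 °C, then exposed to library compounds for 90 min at 37 °C. Detection reagent was added for 30–60 min at room temperature, and luminescence was read.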
PLK1 PBD inh = blocks phosphopeptide binding to human PLK1 polo-box domain | P53350 | Plk1 PBD binding of FITC phosphopeptide, fluorescence polarization | Potency, µM, inactives show max response, negative = inhibition, actives largely listed as inhibitors | 360,000 tested, 2.8% active; also: potency is read from the fitted curve at half-maximal effect; series mostly up to about 57 µM; % is scaled to controls: 0 for no effect and ±100 for the full control effect; nearly all actives have a fitted effect of over 65% in size
Target sequence (P53350 whole entry, looked up, the tested form may be a part): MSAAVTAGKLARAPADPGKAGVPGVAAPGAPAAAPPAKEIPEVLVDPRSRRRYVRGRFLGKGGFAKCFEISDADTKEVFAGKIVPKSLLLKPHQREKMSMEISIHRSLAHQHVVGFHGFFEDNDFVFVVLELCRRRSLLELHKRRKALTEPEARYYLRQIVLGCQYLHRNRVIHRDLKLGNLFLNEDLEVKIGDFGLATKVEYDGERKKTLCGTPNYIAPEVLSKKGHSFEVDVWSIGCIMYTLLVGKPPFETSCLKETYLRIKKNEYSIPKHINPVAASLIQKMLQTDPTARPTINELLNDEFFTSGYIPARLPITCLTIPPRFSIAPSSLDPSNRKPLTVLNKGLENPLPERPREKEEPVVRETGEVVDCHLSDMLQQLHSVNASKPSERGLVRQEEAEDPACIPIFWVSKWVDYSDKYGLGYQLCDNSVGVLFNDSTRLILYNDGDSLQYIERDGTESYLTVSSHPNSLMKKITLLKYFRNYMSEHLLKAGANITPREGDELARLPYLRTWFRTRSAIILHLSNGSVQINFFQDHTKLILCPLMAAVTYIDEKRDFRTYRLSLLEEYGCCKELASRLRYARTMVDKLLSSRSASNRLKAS
DRD3 antagonist = blocks the human D3 dopamine receptor; D3R cells, DiscoveRx beta-arrestin luminescence, antagonist mode; stronger effect = lower value; max response, negative = inhibition, %; 360,000 tested, 2.5% active; AID 652054; in the data active = max response below about -50%; inconclusive = no clear call, values can overlap the other calls; also: % is scaled to controls: 0 for no effect and ±100 for the full control effect; mostly tested at two doses, the higher about 12 µM
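Cells expressing the human receptor were seeded at 1500 cells/well, incubated overnight at 37 degrees C in 5% CO2, then exposed to library compounds with dopamine controls for 90 minutes at 37 degrees C before luminescent detection.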
PI5P4Ka inh = blocks human PI5P4K alpha kinase activity; P48426; PI5P4Kalpha enzyme, ADP-Glo luminescence, 60 min; stronger effect = lower value; 330,000 tested, 1.2% active; AID 652105; max response, %; active = max response of -50% or lower; inconclusive = between -30% and -50%; inactive = -30% or higher; also: value at the top dose of about 77 µM; % is scaled to controls: 0 for no effect and ±100 for the full control effect
Target sequence (P48426 whole entry, looked up): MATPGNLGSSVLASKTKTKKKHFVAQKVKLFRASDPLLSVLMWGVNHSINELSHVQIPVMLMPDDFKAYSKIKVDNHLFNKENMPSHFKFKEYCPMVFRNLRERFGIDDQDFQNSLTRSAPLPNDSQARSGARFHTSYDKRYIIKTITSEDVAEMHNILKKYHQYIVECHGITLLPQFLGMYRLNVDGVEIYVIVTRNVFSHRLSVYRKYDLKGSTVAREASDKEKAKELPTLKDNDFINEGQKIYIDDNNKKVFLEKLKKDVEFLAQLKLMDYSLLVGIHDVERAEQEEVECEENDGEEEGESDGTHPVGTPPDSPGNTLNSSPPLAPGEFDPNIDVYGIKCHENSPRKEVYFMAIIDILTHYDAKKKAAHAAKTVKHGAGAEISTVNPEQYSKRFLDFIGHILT
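Reactions run in 0.038 M HEPES pH 7.4, 0.28 mM EGTA, 0.1% CHAPS and 5% DMSO, with PI5P4Kalpha, substrate, compound and 5 microM ATP final, one hour at room temperature. Readout is ADP-Glo luminescence.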
GLP-1R agonist = agonists of human GLP-1 receptor; P43220; HEK293 GLP-1R CRE-luciferase, luminescence, 4-6 h; cells express a hypersensitive GLP-1R form; Potency, µM (doses to about 45.6 µM), inactives show top-dose activation, usual class: activators; 380,000 tested, 0.007% active; also: potency is read from the fitted curve at half-maximal effect; % of control where 0% means no effect
WRN inhibitor = WRN helicase (human) inhibition; WRN helicase unwinding, fluorescent forked duplex, kinetic; Potency, µM (top dose mostly 114 µM), inactives show at the highest dose activity change, negative = inhibition, actives largely listed as inhibitors; 360,000 tested, 0.46% active; AID 651768; also: potency is read from the fitted curve at half-maximal effect; % is scaled to controls: 0 for no effect and ±100 for the full control effect; nearly all actives have a fitted effect of over 55% in size
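WRN at 20 nM final was preincubated with compound for 15 min at room temperature; reaction started with 100 nM forked duplex oligonucleotide carrying fluorophore and quencher plus 2 mM ATP (final). Unwinding followed kinetically by red fluorescence (ex 525/em 598 nm).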
GLP1R cytotox = cytotoxic in the GLP-1 receptor inverse agonist counter-screen | Potency, µM (series often up to 38.3 µM), for the others: top-dose activity change, negative = inhibition, usual class: inhibitors | AID 624418 | 410,000 tested, 0.13% active | HEK293 cAMP-luciferase reporter cells, luminescence, 24 h;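 also: loss of luciferase light is scored as toxicity; potency is read from the fitted curve at half-maximal effect; % is scaled to controls: 0 for no effect and ±100 for the full control effect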
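MLSMR compounds, 24 hr on cells at 37 deg C/5% CO2; luminescence after luciferase reagent (12 min RT). Inhibition counted as the undesired cytotoxic outcome.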
The depositor's hits bear a star; ? = inconclusive; / = not tested or not shown; & = joins results of further samples; [ ] = another dose, or the depositor's remark. Unless noted, calls follow the shape of the dose curve; as a rule, active = well fitted curve in the direction sought with a large enough effect; inconclusive = small, poorly fitted or top-dose-only effect, or another doubt; inactive = no such curve, though single readings can be large; an effect the other way counts as inactive or inconclusive. Hits appear at their usual frequency; 7.8% or so of the library scored in one or more.

SMILES	IL-2 act	GLP1R inv ag	D3 ag	PLK1 PBD inh	DRD3 antagonist	PI5P4Ka inh	GLP-1R agonist	WRN inhibitor	GLP1R cytotox
COc1ccc(-c2cc(C(=O)NCC(c3ccco3)N(C)C)c3ccccc3n2)cc1OC (configuration not stated)	-4.7	-13.5%	-9.7	-2.1%	3.2	-1.4	8.8%	16.0%	0.9%
O=C(O)C1(S(=O)(=O)c2ccc(Cl)cc2)CCC1	-5.6	-11.1%	-7.9	-13.5%	7.9	-5.4	24.8%	0.2%	0.9%
CCOc1ccc(CCN2CN(C3CCCCC3)CNC2=S)cc1OCC	0.7	-29.0%	11.3	4.5%	-3.1	-2.3	8.7%	0.4%	?
O=C(N/N=C/c1ccncc1)c1cc2ccccc2cc1O	-1.7	6.3%	0.9	-17.0%	-22.4	-16.4	-4.0%	-4.1%	-0.4%
O=C(O)CNS(=O)(=O)c1cccc2nsnc12	-0.2	54.4%	-4.5	-1.6%	14.4	-2.1	-12.0%	2.2%	4.5%
COc1cc(OC)cc(-c2c(-c3cccs3)c3cc(-c4ccc5c(c4)OCCO5)ccc3n2C)c1	0.3	-21.0%	8.0	10.1%	5.7	2.8	-0.2%	1.4%	8.8%
Cc1ccnc2nc(C(=O)NCc3ccccc3)nn12	-0.3	52.4%[activator]	0.7	-4.0%	15.8	8.2	0.3%	-12.3%	17.1%
CCc1ccc(C2=NN(C(=O)CCC(=O)O)C(c3cccs3)C2)cc1 (configuration not stated)	0.9	5.1%	6.8	-3.6%	4.0	-1.2	-2.2%	3.1%	-3.2%
Cn1c(=O)oc2cc(S(=O)(=O)NCCc3ccccc3)ccc21	-0.3	0.0%	-3.7	-11.0%	10.2	0.6	4.5%	1.8%	17.2%
Cn1ccnc1SCC(=O)Nc1ccc2nc(SCC(=O)NC3CC3)sc2c1	0.5	20.0%	6.0	-19.8%	0.0	3.0	6.1%	-13.1%	-3.0%
CNS(=O)(=O)c1cc(OC)c(OC)cc1CC(=O)OC	0.0	16.7%	0.9	-6.8%	8.5	1.5	4.7%	6.2%	-0.2%
Cc1csc(NC(=O)CSC2=NS(=O)(=O)c3cc(F)ccc3N2)n1	-1.6	21.1%	5.3	-4.0%	0.0	4.5	-13.7%	-16.3%	6.2%
CC1CCCCN1C(=O)/C(=C\c1ccccc1)c1ccccc1 (configuration not stated)	1.0	?	8.4	-4.2%	16.6	/	4.4%	3.8%	-12.3%
O=C(N/C(=C\c1ccc(Br)cc1)c1nc2ccccc2[nH]1)c1ccco1	-1.6	-7.6%	1.1	-10.9%	-13.6	-11.0	1.5%	15.8%[57.1 µM]	-14.6%
CN(C(=O)CSc1n[nH]c(=O)[nH]c1=O)c1ccccc1	-0.2	2.5%	10.3	-5.1%	7.1	-9.0	-2.6%	-2.0%	2.9%
CCOc1ccc(NC(=O)N2CCC(C(N)=O)(N3CCCCC3)CC2)cc1	-2.1	3.2%&-3.4%	-4.5&-6.4	-1.1%	-6.7	0.3	2.9%	2.7%	22.0%&4.9%
Cc1cc(C)c2sc(NC(=O)c3ccc([N+](=O)[O-])o3)nc2c1	-2.2	10.7%	-1.3	-16.4%	?	-2.4	-3.1%	-0.7%	2.0%
O=C(c1ccc(=O)[nH]c1)N1CCCc2ccccc21	2.0	11.5%	3.0	-1.7%	-0.7	0.8	-1.0%	3.8%	3.1%
Cc1cc(C)n(C2CCCCC2OC(=O)c2ccccc2)n1 (configuration not stated)	-0.1	-14.5%	-1.8	-7.3%	20.1	0.9	-3.8%	6.3%	-7.6%
Cc1cc(OC(C)C(=O)NC(Cc2c[nH]c3ccc(O)cc23)C(=O)O)c2c(C)c(C)c(=O)oc2c1 (configuration not stated)	-0.2	-2.4%	-9.9	-16.7%	8.8	-5.1	-6.4%	-7.7%[11.6 µM]	-12.9%
CCOC(=O)c1cnc(SCC(=O)Nc2cc(OC)ccc2OC)nc1N	1.2	9.2%	5.7	-21.5%	27.3	-2.5	7.7%	-2.9%	2.2%
CC(C)(C)OC(=O)N1CCC[C@@H]1C(=O)N1CCC(C(=O)O)CC1	0.3	-44.4%	0.8	0.5%	1.0	1.9	-5.0%	5.1%	-22.9%
Cc1ccnc(NC(=O)c2ccc3c(c2)C(=O)N(CC2CCCO2)C3=O)c1 (configuration not stated)	-0.6	5.7%	-2.8	-7.6%	2.0	-11.1	6.2%	7.3%	1.3%
O=C(CCCC(=O)OCC(F)(F)C(F)F)Nc1nccs1	-1.9	9.1%	3.7	-6.1%	17.4	/	-0.6%	-8.9%	-1.3%
O=C(O)CSc1nnc(-c2ccncc2)n1-c1ccc(Cl)cc1	-2.7	1.4%	-1.3	-4.0%	-9.1	-0.8	-10.8%	3.0%	-9.1%

Gathered by group: those above containing two or more sulfur atoms.
SMILES	IL-2 act	GLP1R inv ag	D3 ag	PLK1 PBD inh	DRD3 antagonist	PI5P4Ka inh	GLP-1R agonist	WRN inhibitor	GLP1R cytotox
O=C(O)CNS(=O)(=O)c1cccc2nsnc12	-0.2	54.4%	-4.5	-1.6%	14.4	-2.1	-12.0%	2.2%	4.5%
Cn1ccnc1SCC(=O)Nc1ccc2nc(SCC(=O)NC3CC3)sc2c1	0.5	20.0%	6.0	-19.8%	0.0	3.0	6.1%	-13.1%	-3.0%
Cc1csc(NC(=O)CSC2=NS(=O)(=O)c3cc(F)ccc3N2)n1	-1.6	21.1%	5.3	-4.0%	0.0	4.5	-13.7%	-16.3%	6.2%

Carrying on:
SMILES	IL-2 act	GLP1R inv ag	D3 ag	PLK1 PBD inh	DRD3 antagonist	PI5P4Ka inh	GLP-1R agonist	WRN inhibitor	GLP1R cytotox
COc1ccc(NC(=O)NN2CCN(C)CC2)c(OC)c1	0.1	24.6%	-0.2	-5.0%	3.2	0.0	-3.4%	-4.3%	-0.7%
CCOC(=O)CCCn1ncn2c(cc3occc32)c1=O	0.8	61.4%[activator]	2.1	-5.3%	-11.1	/	6.8%	7.7%	8.6%
O=C(Cn1nc2sc3ccccc3n2c(=O)c1=O)c1cccs1	1.3	-15.8%	-0.2	-0.7%	-27.7	-9.6	-5.4%	3.6%	4.7%
COc1ccc(N2C(=O)c3ccccc3S2(=O)=O)cc1	-1.8	9.8%	4.7	-14.9%	4.1	5.9	5.7%	4.2%	-2.0%
O=[N+]([O-])c1ccc(COc2cccc(CN3CCOCC3)c2)cc1	-0.7	-27.8%	-13.5	-1.1%	-4.0	-0.7	15.3%	6.0%	4.2%
CCOC(=O)Nc1csnn1	0.3	6.9%	-10.4	1.2%	-0.2	0.2	8.2%	-11.9%	8.6%
O=C(COc1ccc(Br)cc1F)NC1CCN(Cc2ccccc2)CC1	0.3	?	-20.0	1.0%	?	6.3	19.8%	4.9%	-11.7%
CC(C)c1ccc(C(O)c2nc3ccccc3n2C)cc1 (configuration not stated)	1.9	?	6.1	-0.9%	-3.0	2.0	-4.6%	3.5%	13.8%
O=C(NN1CCOCC1)c1ccc(F)cc1	-1.5	0.1%	3.7	-2.3%	0.2	-6.9	-4.7%	11.7%	11.9%
Cc1nc2c(C(=O)N3CCOCC3)cnn2c(C)c1Cc1ccc(Cl)cc1	2.5	0.0%	14.5	-3.9%	-4.3	/	5.0%	-5.7%	-28.8%
CCc1ccc(C(=O)COC(=O)c2ccccc2OC)cc1	-0.8	-20.5%	1.9	-0.5%	-6.7	10.0	6.9%	-19.0%	0.1%
Cc1ccccc1S(=O)(=O)NC(=O)C1(C)CCN1C(=O)C1(c2ccccc2)CCCC1 (configuration not stated)	-0.1	-25.9%	2.6	2.6%	15.6	-1.8	-0.1%	2.8%	-1.2%
COc1ccc(CNC(=O)C2CCN(C(=O)c3csc(Nc4ccc(C)cc4)n3)CC2)cc1	-1.0	7.94µM*	-8.9	-12.5%	-9.4	-9.2	15.4%	2.1%	-6.3%
Cc1ccc2nc(SCC(=O)Nc3ccc4sc(C)nc4c3)c(C#N)cc2c1	0.5	9.6%	0.2	-7.1%	18.5	0.1	6.2%	-10.1%	5.1%
COCCN(C(=O)COC(=O)CCc1ccccc1)c1c(N)n(Cc2ccccc2)c(=O)[nH]c1=O	-3.1	-5.4%	-1.9	-7.7%	-5.3	-4.5	-9.1%	8.1%	4.0%
O=C(CSc1nc(-c2ccccc2Cl)ns1)NCc1ccc2c(c1)OCO2	-2.1	-21.3%	-0.6	-0.1%	5.5	6.4	-1.6%	-5.1%	-15.3%
Cc1cc(C)n(CCNC(=O)c2ccc3c(c2)OCO3)n1	-0.5	13.2%	-2.0	-11.0%	1.5	0.9	0.2%	9.6%	0.4%
O=C(C1CCCN(Cc2ccc(Br)cc2)C1)N1CCCCC1 (configuration not stated)	1.0	?	-17.5	-6.9%	-3.9	-3.9	-1.0%	2.4%	2.3%
Nc1ccc(Cl)c(S(=O)(=O)Nc2ccc(Cl)cc2)c1	-2.8	?	-5.3	-6.0%	-0.7	6.4	6.6%	-7.5%	-3.1%
Cn1c(=O)oc2cc(S(=O)(=O)Nc3ccc(Cl)cc3F)ccc21	-1.4	-0.3%	-5.0	-14.7%	-12.4	-2.0	3.5%	-1.5%	14.4%
Cc1ccc(Cl)cc1NC(=O)C1CCN(S(=O)(=O)c2cccc3nonc23)CC1	/	-24.9%	-4.2	/	/	/	0.0%	/	-6.3%
COc1ccc(-c2cc(N)n(S(=O)(=O)Cc3ccccc3)n2)c(OC)c1	-0.1	8.9%	2.7	3.4%	4.9	0.1	7.0%	-0.5%	-10.5%
S=C(Nc1ccccc1Cl)N1CCOCC1	0.5	1.9%	1.0	-10.7%	10.0	-0.9	-11.3%	-2.0%	-0.6%
COc1ccc(C2C(C(C)=O)=C(O)C(=O)N2CCO)c(OC)c1 (configuration not stated)	0.5	19.6%	1.1	-2.0%	5.7	-6.2	-22.4%	-4.4%	-3.0%
O=C(O)c1ccccc1Nc1ccnc(C(F)(F)F)c1	-1.3	6.9%	-4.0	-2.3%	-2.1	30.6	-4.1%	-7.2%	8.2%
COc1ccc(C(=O)c2cnc(/N=C/N(C)C)s2)cc1	1.4	0.0%	-4.0	-10.8%	5.1	/	4.6%	-1.1%	13.3%
